# HPDE-C7K KRASV12: cytotoxicity in KRAS-transformed pancreatic duct cells, primary screen, cell-based, fluorescence, HTS (AID 431); 63,000 compounds, 1.7% hits; HPDE-C7K KRASV12 cells, Alamar Blue viability, 48 h; higher % means a stronger effect; one-dose cytotoxicity, % at 10 µM; EC50 in µM for titrated hits;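 active = compounds whose percent cytotoxicity in the single-dose primary screen, scaled between solvent and toxic-drug controls, exceeds 50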;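 also: 0% = DMSO solvent wells and 100% = doxorubicin-treated wells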
# Bfl-1 inhibitors: Bfl-1 inhibitors, primary screen, biochemical, fluorescence polarization, FITC-Bid, mouse (AID 432) | 64,000 compounds, 0.02% hits | displacement, % at 20 µM; hits with a dose series show IC50 in µM | FITC-Bid BH3 peptide fluorescence polarization displacement; higher % means a stronger effect; in the data active = a potency from the dose series; inactive = the rest, 99 in 100 with displacement below about 15%; also: strong numbers were not always called active
# Spn PMK inh: inhibitors of Streptococcus pneumoniae phosphomevalonate kinase | purified PMK, PK/LDH-coupled NADH absorbance 340 nm | inhibition, % at 10 µM | 65,000 compounds, 0.49% hits;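 active = top-ranked compounds by inhibition in the single 10 µM screen, taking a fixed number of the strongest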;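 also: 0% = full reaction with DMSO carrier and 100% = background rate without enzyme reaction; no value below 0 was filed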
# MK inhibit: S. pneumoniae mevalonate kinase inhibition | purified MK, PK/LDH-coupled NADH absorbance 340 nm | inhibition, % at 10 µM | 65,000 compounds, 0.48% hits | AID 555;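 active = ranked among the strongest by inhibition in the single 10 µM screen, a fixed top-ranked set picked for dose follow-up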; also: no value below 0 was filed
# Alkaline phosphatase: inhibition of tissue-nonspecific alkaline phosphatase – biochemical, luminescent (AID 518); purified TNAP enzyme, luminescent substrate readout; higher % means a stronger effect; inhibition, % at 20 µM, or IC50 in µM where a hit was titrated; 64,000 compounds, 0.09% hits; in the data active = a potency from the dose series; inactive = the rest, 99 in 100 with inhibition below about 22%;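 also: plate controls were vehicle for no effect and reference inhibitor for full effect; many of its hits are not listed in these tables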
# HT1080 cytotoxicity: cytotoxicity in HT1080 fibrosarcoma cells, cell-based, fluorescence readout (AID 620) | HT1080 viability, fluorescence; higher % means a stronger effect | one-dose cytotoxicity, % at 10 µM; EC50 in µM for titrated hits | 87,000 compounds, 0.42% hits;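 also: cells exposed to compound overnight then 4 h with Alamar Blue; 0% = vehicle DMSO and 100% = killing control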
# LYP inhibition: LYP phosphatase inhibitors, primary screen, biochemical, DiFMUP fluorescence, recombinant catalytic domain, 10 µM (AID 606) | 52,000 tested, under 10 active | inhibition, % at 10 µM, or IC50 in µM where a hit was titrated | recombinant LYP catalytic domain, DiFMUP fluorescence; higher % means a stronger effect;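 active = IC50 under 40 µM in the dose-response test; inactive = IC50 of 40 µM or more, or never dose-tested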
# HPDE-C7 cytotoxicity: cytotoxicity in HPDE-C7 cells, cell-based, fluorescence, HTS (AID 430) | HPDE-C7 pancreatic duct cells viability, fluorescence; higher % means a stronger effect | one-dose cytotoxicity, % at 10 µM; EC50 in µM for titrated hits | 63,000 compounds, 1.8% hits;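 also: cells exposed to compound for 48 hours before viability readout; 0% = vehicle and 100% = reference cytotoxic drug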
# DPM-DC inhibit: S. pneumoniae DPM-DC inhibition; purified DPM-DC, PK/LDH coupled NADH fluorescence; calls only at 10 µM; 65,000 compounds, 0.49% hits; AID 556;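 active = the 320 compounds with the highest percent inhibition in the single-dose primary screen, excluding strongly autofluorescent ones, cut at about 32% in these data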;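 also: kinetic rate of NADH fluorescence loss reporting ADP formed by the decarboxylase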
# Spn PMK inh pilot replicates: also measured in Spn PMK inh; calls as there; inhibition, %; measured here: pilot screen replicates
# MK inhibit pilot replicates: also measured in MK inhibit; calls as there; inhibition, %; measured here: pilot screen replicates
# DPM-DC inhibit pilot screen %: recorded beside DPM-DC inhibit, whose call it bears; inhibition, %; measured here: pilot screen trials
# Numbers without * were called inactive; i = inactive; · = not tested or not shown; + = active, no number. Rule as the data show it, unless noted: active = cytotoxicity above about 50%; inactive = the rest. An excerpt. The share of hits here may be higher or lower than overall.
SMILES,HPDE-C7K KRASV12,Bfl-1 inhibitors,Spn PMK inh,MK inhibit,Alkaline phosphatase,HT1080 cytotoxicity,LYP inhibition,HPDE-C7 cytotoxicity,DPM-DC inhibit,others
Cc1cc(NC(=O)COC(=O)c2c(C)nn(Cc3ccccc3Cl)c2Cl)no1,-7.4%,0.3%,0.0,0.0,8.2%,0.9%,-6.1%,3.7%,i,
O=C(Cc1cccs1)N1CCC2(CC1)OCCO2,-6.2%,-0.5%,5.0,4.0,3.3%,-1.3%,9.6%,-4.2%,i,
CC(=O)Nc1cc(C(=O)N2CCC3(CC2)OCCO3)ccc1S(=O)(=O)c1ccc(C)cc1,-20.7%,-24.5%,13.0,1.0,1.2%,-0.5%,-7.1%,-26.5%,i,
OC(CNC1CCCCC1)c1ccccc1 (configuration not stated),0.1%,-0.1%,0.0,5.0,7.8%,-1.0%,-1.6%,-7.6%,i,Spn PMK inh pilot replicates=0.0;MK inhibit pilot replicates=0.0;DPM-DC inhibit pilot screen %=0.0
COc1ccc(CC2C(=O)NC(=O)N(c3ccccc3)C2=O)c(OC)c1 (configuration not stated),4.0%,1.1%,10.0,10.0,2.8%,30.2%,-4.9%,-0.7%,i,
CCOCC(=O)NC1CCSC1=O (configuration not stated),-3.6%,-5.3%,25.0*,2.0,11.0%,0.0%,8.0%,-0.6%,i,Spn PMK inh pilot replicates=1.0*;MK inhibit pilot replicates=0.0;DPM-DC inhibit pilot screen %=1.5
CNCC(O)c1cccc(OC(=O)c2ccccc2C)c1 (configuration not stated),-12.7%,-8.9%,11.0,0.0,-0.5%,-3.6%,-7.1%,-3.3%,i,
CCOP(=S)(OCC)c1ccc(N(C)C)cc1,2.3%,7.0%,0.0,10.0,14.9%,4.5%,-4.6%,2.6%,i,Spn PMK inh pilot replicates=0.0;MK inhibit pilot replicates=0.5;DPM-DC inhibit pilot screen %=0.5
O=C(O)CCCc1ccc(N(CCCl)CCCl)cc1,23.7%,3.9%,8.0,6.0,5.9%,0.1%,20.7%,25.8%,i,Spn PMK inh pilot replicates=0.0;MK inhibit pilot replicates=5.0;DPM-DC inhibit pilot screen %=3.5
COc1ccccc1N=Cc1c(O)n(C)c(=O)n(C)c1=O,8.9%,-5.2%,4.0,6.0,6.2%,0.7%,·,3.0%,i,
Cc1cc(C)n2nc(SC(C)C(=O)N3CCC4(CC3)OCCO4)nc2n1 (configuration not stated),-6.4%,-7.8%,11.0,9.0,5.8%,1.1%,-17.5%,-1.8%,i,
O=C(Cn1cnc2ccccc2c1=O)NCC(=O)N1CCC2(CC1)OCCO2,0.8%,-1.0%,11.0,3.0,6.7%,5.0%,11.0%,-0.1%,i,
Cc1ccc(S(=O)(=O)Cc2ccc(C(=O)N3CCC4(CC3)OCCO4)o2)cc1,-6.3%,0.0%,7.0,5.0,6.4%,28.5%,-2.0%,-12.5%,i,Spn PMK inh pilot replicates=0.0;MK inhibit pilot replicates=6.0;DPM-DC inhibit pilot screen %=0.0
CN(C)c1cc(N)c2c(n1)CCC2 (tested in a mixture with another compound),-5.6%,-10.4%,18.0,0.0,9.3%,8.6%,2.8%,-6.5%,i,Spn PMK inh pilot replicates=3.0;MK inhibit pilot replicates=1.0;DPM-DC inhibit pilot screen %=6.5
CCCCNC(=O)Nc1ccc(C(O)(C(=O)OCC)C(F)(F)F)cc1 (configuration not stated),23.9%,-2.3%,5.0,6.0,2.3%,-1.9%,-6.6%,10.9%,i,
CCC(=NCc1ccco1)c1c(O)n(-c2ccc(OC)cc2)c(=O)[nH]c1=O,4.2%,-4.6%,0.0,3.0,3.1%,23.9%,0.8%,-14.3%,i,
NC12CN3CN(CN(C3)C1)C2 (tested in a mixture with another compound),5.1%,0.1%,13.0,11.0,-1.8%,-3.8%,8.1%,-6.8%,i,
Nc1cccc(N=Cc2c(O)n(Cc3ccc(F)cc3)c(=O)[nH]c2=O)c1,-6.4%,-1.9%,13.0,10.0,22.6%,0.5%,·,-13.0%,i,
CCOc1ccc(C2SCC(=O)Nc3c2c(=O)[nH]n3C2CCCCCC2)cc1 (configuration not stated),-11.1%,-7.9%,1.0,6.0,8.8%,·,2.5%,-18.2%,i,Spn PMK inh pilot replicates=0.0;MK inhibit pilot replicates=0.0;DPM-DC inhibit pilot screen %=2.5
COc1ccc(C2=NCC(=O)N(CC(=O)NCc3ccco3)c3sc4c(c32)CCCC4)cc1OC,-26.5%,1.2%,15.0,0.0,4.7%,-14.6%,11.7%,-22.6%,i,
CCN1CC=C(c2c[nH]c3ccccc23)CC1,0.8%,5.8%,2.0,3.0,4.0%,-4.3%,26.7%,-14.4%,i,
COc1ccccc1CN1CCN(C(=O)COc2cccc(C)c2)CC1,-3.3%,1.3%,0.0,26.0,6.4%,12.9%,5.2%,-2.1%,i,
C=Cn1c(P(=S)(N2CCOCC2)N2CCOCC2)cc2c1CCCC2,-18.6%,0.1%,9.0,3.0,0.9%,-0.8%,·,-16.9%,i,
CC(=O)CC(C)(C)n1c[n+](C)nn1,18.4%,-1.3%,10.0,0.0,7.1%,-1.6%,2.7%,10.8%,i,
CCC(C)NC(=O)c1c(N)n(CC2CCCO2)c2nc3ccccc3nc12 (configuration not stated),17.5%,-0.6%,17.0,8.0,-2.6%,-3.9%,5.5%,-1.1%,·,Spn PMK inh pilot replicates=0.5;MK inhibit pilot replicates=0.0
CCCCN1C(=O)NC(=O)C2(Cc3c(nc4ccccn4c3=O)N3CCc4ccccc4C32)C1=O (configuration not stated),15.6%,72.6%,9.0,6.0,12.1%,12.8%,-0.5%,0.2%,i,
O=C(COc1ccccc1)N1CCN(C/C=C/c2ccccc2)CC1,-1.8%,-3.9%,0.0,7.0,6.8%,4.0%,4.7%,1.6%,i,
O=C(O)C1CN2CCC1CC2 (configuration not stated),·,-2.0%,11.0,9.0,11.2%,-6.9%,·,·,i,
O=c1[nH]c(=O)n(CCc2ccccc2)c(O)c1C=NCCCn1ccnc1,-9.3%,-6.1%,3.0,4.0,-0.1%,-9.2%,2.5%,-8.0%,i,
O=S(=O)(c1ccc(Cl)cc1)N1CN2CCN(C2)C1,1.9%,-9.0%,16.0,1.0,0.6%,25.2%,-2.8%,-0.6%,i,

# Overlap with the part before: four entries, then new ones.
SMILES,HPDE-C7K KRASV12,Bfl-1 inhibitors,Spn PMK inh,MK inhibit,Alkaline phosphatase,HT1080 cytotoxicity,LYP inhibition,HPDE-C7 cytotoxicity,DPM-DC inhibit,others
O=C(COc1ccccc1)N1CCN(C/C=C/c2ccccc2)CC1,-1.8%,-3.9%,0.0,7.0,6.8%,4.0%,4.7%,1.6%,i,
O=C(O)C1CN2CCC1CC2 (configuration not stated),·,-2.0%,11.0,9.0,11.2%,-6.9%,·,·,i,
O=c1[nH]c(=O)n(CCc2ccccc2)c(O)c1C=NCCCn1ccnc1,-9.3%,-6.1%,3.0,4.0,-0.1%,-9.2%,2.5%,-8.0%,i,
O=S(=O)(c1ccc(Cl)cc1)N1CN2CCN(C2)C1,1.9%,-9.0%,16.0,1.0,0.6%,25.2%,-2.8%,-0.6%,i,
CC(=NCc1ccco1)c1c(O)n(C)c(=O)n(C)c1=O,21.6%,-7.4%,9.0,2.0,11.0%,-1.2%,2.6%,9.7%,i,
COc1ccc(-n2c(O)c(C(C)=NC3CC3)c(=O)[nH]c2=O)cc1,5.2%,-2.5%,0.0,4.0,12.2%,-10.9%,15.8%,-2.7%,i,
O=C1NC(=O)C2(Cc3ccccc3N3CCCC32)C(=O)N1c1ccccc1 (configuration not stated),-2.3%,-9.0%,5.0,10.0,12.8%,2.6%,-5.3%,-0.4%,i,
O=C1C2CCCN2C(c2ccccc2)N1c1ccccn1 (configuration not stated),·,-1.7%,6.0,0.0,7.4%,-6.8%,12.1%,·,i,
C(=NC12CN3CN(CN(C3)C1)C2)c1cccnc1,4.1%,-2.5%,5.0,8.0,3.2%,15.7%,·,-8.8%,i,
CCOC(=O)c1c(N)n(Cc2ccccc2)c2nc3ccccc3nc12,2.9%,4.0%,11.0,0.0,5.7%,2.4%,4.2%,2.8%,·,
CCOC(=O)C1SC2(C(F)F)CC1(O)c1c(c(OC)c3occc3c1OC)O2 (configuration not stated),-10.5%,4.2%,10.0,5.0,-3.1%,5.2%,17.5%,-6.4%,i,Spn PMK inh pilot replicates=0.0;MK inhibit pilot replicates=0.0;DPM-DC inhibit pilot screen %=0.0
CCCn1ncc(C(=O)O)c1C,-2.6%,-2.7%,19.0,16.0,18.4%,-1.9%,8.1%,5.5%,i,
CN(C)C(=O)CSc1nnc([C@@H](N)Cc2ccccc2)o1,·,-8.1%,2.0,3.0,13.9%,-0.2%,11.0%,·,i,
CCCCCCN=C(CC)c1c(O)n(CCCC)c(=O)[nH]c1=O,43.7%,-6.0%,3.0,7.0,10.8%,22.9%,5.5%,22.0%,i,
CCC(=NCc1ccco1)c1c(O)n(Cc2ccccc2)c(=O)[nH]c1=O,-2.9%,-4.9%,13.0,12.0,12.4%,-11.9%,3.3%,-11.2%,i,
C#CCN1C(=O)C2(C(C#N)=C(N)OC(C)=C2C(=O)OCc2ccccc2)c2ccccc21 (configuration not stated),-12.4%,-4.3%,14.0,0.0,2.8%,-32.0%,9.3%,-20.5%,i,
Cc1oc(C(=O)Nc2ccc(O)cc2)cc1COc1ccccc1,13.9µM*,5.6%,8.0,9.0,10.3%,11.3%,4.4%,16.6µM*,i,
CC(=O)c1c(O)n(C)c(=S)n(-c2ccccc2)c1=O,0.4%,-9.1%,5.0,0.0,10.3%,·,11.9%,0.3%,i,
CCCCn1c(C)c(C(=O)O)c2cc(OC)ccc21,·,-9.1%,11.0,0.0,10.2%,-1.9%,·,·,i,
COc1ccccc1CN1CCN(C(=O)Cc2ccccc2)CC1,-4.8%,-0.1%,0.0,53.0*,0.2%,·,11.4%,-15.7%,i,Spn PMK inh pilot replicates=0.0;MK inhibit pilot replicates=+;DPM-DC inhibit pilot screen %=0.0
CCOP(=O)(C#CC(C)(C)C)C(C)(O)c1ccccc1 (configuration not stated),·,-4.1%,2.0,4.0,3.6%,-6.0%,·,·,i,
CC(C)C1(C)N=C(c2nc3ccccc3cc2C(=O)O)NC1=O (configuration not stated),-7.4%,-5.4%,16.0,10.0,2.3%,6.8%,8.1%,-0.6%,i,

# Among those listed so far, 2 have an aryl thioether with sulfur outside any ring:
SMILES,HPDE-C7K KRASV12,Bfl-1 inhibitors,Spn PMK inh,MK inhibit,Alkaline phosphatase,HT1080 cytotoxicity,LYP inhibition,HPDE-C7 cytotoxicity,DPM-DC inhibit,others
Cc1cc(C)n2nc(SC(C)C(=O)N3CCC4(CC3)OCCO4)nc2n1 (configuration not stated),-6.4%,-7.8%,11.0,9.0,5.8%,1.1%,-17.5%,-1.8%,i,
CN(C)C(=O)CSc1nnc([C@@H](N)Cc2ccccc2)o1,·,-8.1%,2.0,3.0,13.9%,-0.2%,11.0%,·,i,

# Compound activity deposited in PubChem BioAssay by several laboratories.
